FBW7 act: activators of human E3 ligase FBW7; AID 1259310; normalized activity (activation), % at 26.1 µM; AlphaScreen FBW7–phospho-cyclin E peptide binding, activator screen; Q969H0; 0.13% of 650,000 active; in the data active = normalized activity above about 1.9%;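 also: purified mutant Fbw7 with reduced substrate affinity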
MITF primary: inhibitors of human MITF; O75030; 0.91% of 650,000 active; inhibition, % at 2.6 µM; AlphaScreen MITF homodimerization, bead proximity signal; in the data active = inhibition above about 50%;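 also: 0% = vehicle wells with protein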
Target sequence (O75030 whole entry, looked up): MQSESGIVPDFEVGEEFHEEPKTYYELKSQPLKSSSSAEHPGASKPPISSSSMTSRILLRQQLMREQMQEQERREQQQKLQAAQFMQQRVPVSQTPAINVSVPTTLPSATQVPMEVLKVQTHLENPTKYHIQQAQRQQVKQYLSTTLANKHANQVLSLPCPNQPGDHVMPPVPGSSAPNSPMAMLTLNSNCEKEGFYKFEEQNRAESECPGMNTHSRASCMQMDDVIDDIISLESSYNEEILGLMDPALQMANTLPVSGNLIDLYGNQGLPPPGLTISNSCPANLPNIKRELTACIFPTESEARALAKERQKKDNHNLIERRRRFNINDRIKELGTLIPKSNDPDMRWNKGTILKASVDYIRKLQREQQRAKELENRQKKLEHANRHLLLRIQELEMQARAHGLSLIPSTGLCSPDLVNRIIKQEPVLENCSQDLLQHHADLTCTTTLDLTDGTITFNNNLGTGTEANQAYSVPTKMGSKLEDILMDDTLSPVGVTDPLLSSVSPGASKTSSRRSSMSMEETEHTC
TEAD-YAP inh: TEAD-YAP interaction inhibition; 1.4% of 640,000 active; HEK-TIYL cells, TEAD-Gal4/YAP UAS-luciferase luminescence; inhibition, % at 9.12 µM; in the data active = inhibition above about 32%;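 also: 0% = median of test compound wells and 100% = reference inhibitor wells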
GPR151 activ: activates the human receptor GPR151 | PathHunter beta-arrestin GPR151 cells, luminescence | activation, % at 11.2 µM | 1% of 650,000 active; in the data active = activation above about 4.9%;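 also: 0% = median of compound wells and 100% = cells with positive control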
Target sequence (Q8TDV0 whole entry, looked up): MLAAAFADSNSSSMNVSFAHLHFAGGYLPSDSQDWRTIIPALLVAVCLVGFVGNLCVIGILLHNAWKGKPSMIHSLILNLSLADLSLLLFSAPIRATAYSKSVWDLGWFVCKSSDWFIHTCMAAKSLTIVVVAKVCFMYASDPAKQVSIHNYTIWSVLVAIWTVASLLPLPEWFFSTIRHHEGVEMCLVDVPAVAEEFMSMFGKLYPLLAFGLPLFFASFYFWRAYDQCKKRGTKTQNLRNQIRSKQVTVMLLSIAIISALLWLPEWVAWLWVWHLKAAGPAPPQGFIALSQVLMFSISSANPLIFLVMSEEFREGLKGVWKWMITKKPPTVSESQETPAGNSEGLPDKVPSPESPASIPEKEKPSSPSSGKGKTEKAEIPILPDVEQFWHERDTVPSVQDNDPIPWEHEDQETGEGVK
* = called active by the depositor; . = not tested or not shown.

SMILES	FBW7 act	MITF primary	TEAD-YAP inh	GPR151 activ
Cc1c(C(=O)Nc2cccc3cccnc23)oc2ccccc12	0.1	12	-6	-0.5
Cc1sc2ncnc(SCC(=O)c3ccc4c(c3)OCO4)c2c1C	0.1	-7	15	-0.7
CCOc1ccc2nc(/N=C/c3ccccc3O)sc2c1	-0.2	-6	4	1.1
CCN(CCCNC(=O)c1cn(-c2ccc(C)c(C)c2)c(=O)c2ccccc12)c1ccccc1	-0.3	-2	17	-0.7
Cc1ccc(NC(=O)c2cccc(S(=O)(=O)Nc3cccc(C(=O)O)c3)c2)cc1	0.0	-11	8	6.4*
CCNC(=S)Nc1cccc(C#N)c1	0.0	4	2	0.7
CCOc1ccc(C2C3=C(Nc4c2c(=O)n(C)c(=O)n4C)c2ccccc2C3=O)cc1 (centres undefined)	0.0	10	14	-0.2
O=C(Nc1ccc(-n2cc(-c3cnccn3)cn2)cc1)c1ccco1	-0.1	2	-6	-3.3
Cc1cc(C)c(S(=O)(=O)N2CCC(C(=O)N3CCC(C(N)=O)CC3)CC2)c(C)c1	0.2	6	8	-1.3
COC(=O)CSc1nsc(SCC(=O)OC)c1C#N	0.7	13	9	0.8
CCOC(=O)c1oc2ccccc2c1NC(=O)c1ccc(OCC)cc1	-0.1	-7	-8	0.3
O=c1[nH]ncn1-c1cccc(C(F)(F)F)c1	0.1	5	-7	-0.5

Of the compounds above, 2 have a cyano group.
SMILES	FBW7 act	MITF primary	TEAD-YAP inh	GPR151 activ
CCNC(=S)Nc1cccc(C#N)c1	0.0	4	2	0.7
COC(=O)CSc1nsc(SCC(=O)OC)c1C#N	0.7	13	9	0.8

The listing continues:
SMILES	FBW7 act	MITF primary	TEAD-YAP inh	GPR151 activ
CCC(Oc1ccccc1)C(=O)OCC(=O)Nc1cc(C(N)=O)cc(C(N)=O)c1 (centres undefined)	-0.1	3	7	-0.2
CCOc1ccc(C(=O)CC(NCCN2CCOCC2)C(=O)O)cc1 (centres undefined)	0.0	-1	-1	1.7
CCOc1c(Br)cc(C(=O)NNC(=O)COc2ccccc2F)cc1OC	0.0	-15	-4	1.0
Cc1cccc(NC(C)C(=O)N/N=C/c2cccs2)c1 (centres undefined)	0.3	21	8	-0.7
O=C(NCc1cccnc1)c1ccc(Cn2nnc3ccsc3c2=O)cc1	0.2	17	-16	1.9
CCCCCCC(C)OC(=O)c1ccc(-c2ccc(-c3ccc(C(=O)OC(C)CCCCCC)cc3)cc2)cc1 (centres undefined)	0.1	8	11	1.2
CCn1c(C(=O)O)c(CC(=O)N2CCC(C(N)=O)CC2)c2ccccc21	0.1	-6	2	1.0
O=C(OCc1cc(=O)oc2cc(O)c(O)cc12)c1cc(Cl)ccc1[N+](=O)[O-]	0.0	64*	6	0.7
CC(C)n1c2ccccc2c2nnc(SCC(=O)N3c4ccccc4Sc4ccccc43)nc21	0.4	27	1	0.1
O=C(CCCCCn1c(=S)[nH]c2cc3c(cc2c1=O)OCO3)N1CCN(C(=O)c2ccco2)CC1	0.8	15	17	-0.7
Cc1nnc(N/N=C/c2ccccc2F)[nH]c1=O	0.1	10	3	-0.7
COc1ccccc1-c1cnc2ccc(NC3CCOCC3)nn12	0.1	24	-17	0.1
Cc1ccc(NC(=O)c2cnn3cccnc23)cc1Cl	0.0	-3	-61	1.1
O=C1CSC(=O)N1CC(O)COc1ccc(OCC(O)CN2C(=O)CSC2=O)cc1 (centres undefined)	-0.1	3	3	0.6
CCOC(=O)/C(C#N)=C/c1c(Oc2ccccc2F)nc2c(C)cccn2c1=O	-0.1	0	1	-0.2
O=[N+]([O-])c1ccc(N2CCOCC2)c(-c2nn[nH]n2)c1	0.1	20	13	1.7
Cc1cc(C)c2sc(-c3ccccc3)cc(=O)c2c1	-0.1	-3	-74	-1.5
Cc1cnc(NC(=O)c2cn(-c3ccccc3)nc2-c2ccccc2)s1	-0.2	7	17	-1.2
CC1CC(C)CN(S(=O)(=O)c2cc3c(cc2Cl)NC(=O)CO3)C1 (centres undefined)	0.3	13	-7	-0.3
O=C(NC1CCCC1)C1CCN(C(=O)c2ccccc2Cl)CC1	-0.2	4	5	0.6
C/C(=N\N=C1\NC(=O)C(CC(=O)Nc2ccccc2C)S1)C1CCCCC1 (centres undefined)	0.0	1	-7	1.6
CCOC(=O)C1=C(C)N(C)C(C)=C(C(=O)OCC)C1c1ccccn1	-0.1	8	11	-1.1
O=C1CCCN1CCCNc1nc(Cl)nc2nc[nH]c12	0.1	4	4	-1.3
O=C(Nc1ccccc1Br)C1CCCN1C(=O)OCc1ccccc1 (centres undefined)	0.0	3	-3	-0.1

Profiles, looked up by structure. Screens in order: FBW7 act	MITF primary	TEAD-YAP inh	GPR151 activ
O=C(NC1CCCC1)C1CCN(C(=O)c2ccccc2Cl)CC1 as listed: -0.2	4	5	0.6
C/C(=N\N=C1\NC(=O)C(CC(=O)Nc2ccccc2C)S1)C1CCCCC1 (centres undefined) as listed: 0.0	1	-7	1.6
Cc1cnc(NC(=O)c2cn(-c3ccccc3)nc2-c2ccccc2)s1 as listed: -0.2	7	17	-1.2
CCOC(=O)/C(C#N)=C/c1c(Oc2ccccc2F)nc2c(C)cccn2c1=O as listed: -0.1	0	1	-0.2

Reprinted at random: 5 entries already listed.
SMILES	FBW7 act	MITF primary	TEAD-YAP inh	GPR151 activ
C/C(=N\N=C1\NC(=O)C(CC(=O)Nc2ccccc2C)S1)C1CCCCC1 (centres undefined)	0.0	1	-7	1.6
O=C(Nc1ccccc1Br)C1CCCN1C(=O)OCc1ccccc1 (centres undefined)	0.0	3	-3	-0.1
O=C1CCCN1CCCNc1nc(Cl)nc2nc[nH]c12	0.1	4	4	-1.3
O=C1CSC(=O)N1CC(O)COc1ccc(OCC(O)CN2C(=O)CSC2=O)cc1 (centres undefined)	-0.1	3	3	0.6
O=[N+]([O-])c1ccc(N2CCOCC2)c(-c2nn[nH]n2)c1	0.1	20	13	1.7

The listing continues.
SMILES	FBW7 act	MITF primary	TEAD-YAP inh	GPR151 activ
Cc1ccc(C2C(=O)N(C3CCCCC3)CC(=O)N2CCc2ccccc2Cl)cc1 (centres undefined)	0.1	8	-4	-0.1
COc1ccc(Nc2nc(-c3cc4ccccc4oc3=O)cs2)c(OC)c1	0.4	3	0	0.4
O=C(NC1CC1)c1ccc(-c2nc(C(=O)NCCCN3CCCC3=O)cs2)cc1	0.1	4	-7	2.5
Cc1sc2ncnc(SCC(=O)c3ccc(Br)cc3)c2c1C	-0.3	-5	8	-1.3
CCn1ccc(C(=O)N(CCCN(C)C)c2nc3ccccc3s2)n1	0.5	11	5	0.6
CCOC(=O)C1=C(C)NC(=O)CC1c1ccc([N+](=O)[O-])cc1 (centres undefined)	0.7	1	8	2.2
Cc1onc(-c2ccccc2Cl)c1C(=O)N1CCN(Cc2nc(-c3ccco3)cs2)CC1	-0.2	-4	-1	1.8
COc1ccc(N2CC(C(=O)OCC(=O)Nc3ccccc3Cl)CC2=O)cc1 (centres undefined)	0.1	9	-2	2.1
COc1ccc(C(=O)N2CCOCC2)cc1Br	0.1	13	-9	0.2
O=C(Cn1nc(-c2ccoc2)oc1=O)N1CCCCC1	0.0	-1	-9	1.5
O=C(Nc1ccc(Cl)cn1)c1cccc(S(=O)(=O)N2CCCCCC2)c1	0.1	1	-4	1.3
COc1ccc(CCN(C)C2CCCN(C(=O)c3cccnc3OC)C2)cc1OC (centres undefined)	-0.1	-1	-9	0.5
C(=C\c1nc2cc(-c3ccccc3)ccc2o1)/c1ccccc1	-0.1	-2	-7	-0.1
Nc1nonc1C(=O)N/N=C\c1cc([N+](=O)[O-])ccc1Cl	-0.2	-2	2	-0.5
CC(C)C(NCc1c(Cl)cccc1Cl)C(=O)O (centres undefined)	0.9	-3	0	-0.3
Cc1ccc(CCNC(=O)C2CCC(CNc3c(N4CCCCC4)c(=O)c3=O)CC2)cc1 (centres undefined)	0.1	8	-1	0.0
COC(=O)C1=CN(CC2CCCO2)C=C(C(=O)OC)C1c1ccc(OC)c(OCc2ccccc2)c1 (centres undefined)	0.2	-8	-1	0.5
CC/C=C\CC(O)/C=C/C=C\C/C=C\C/C=C\C/C=C\CCC(=O)O (centres undefined)	.	15	.	-1.5
CC1(C)C2C/C(=N\O)C(C)(/[N+]([O-])=C/c3ccccc3F)CC21 (centres undefined)	0.1	-5	9	-0.9
O=C1C2CC(Br)C(Br)CC2C(=O)N1Cc1ccccc1 (centres undefined)	0.3	-2	3	0.7
Fc1ccc2nc(Nc3nnc(-c4ccco4)o3)sc2c1	0.2	0	-8	-0.2
Cc1ccc2oc(=O)c3cnn(CC(=O)N4CCCCC4)c3c2c1	-0.3	2	14	0.3
CCOC(=O)c1ccc(N2C(=O)C(CC(=O)Nc3ccc(OC)cc3)N(CCCN3CCN(c4ccc(OC)cc4)CC3)C2=S)cc1 (centres undefined)	-0.1	16	18	-1.0
CC1(C2CCN(C(=O)c3ccc(N4CCCCC4)cc3)CC2)NC(=O)NC1=O (centres undefined)	-0.2	0	-8	2.0
O=C(NCCO)c1cccc(-c2cnc3[nH]c(=O)n(CCN4CCOCC4)c3n2)c1	-0.5	-10	2	1.0
Oc1ccc(C=Nc2ccc(I)cc2)c(O)c1	0.2	22	-6	1.2
CCC(=O)N(CCC(c1ccc2c(c1)OCO2)c1ccccc1OC)Cc1ccccc1 (centres undefined)	0.0	12	-7	0.1
CCN1CCCC1CNC(=O)CCCNC(=O)Cn1cnc2sc(C)c(C)c2c1=O (centres undefined)	-0.1	-5	-4	-0.1
CN1C(=O)CCc2cc(NC(=O)c3ccc(-c4ccccc4)cc3)ccc21	0.1	14	1	-0.3
COc1cccc(Cn2c(C)nc3cc(NC(=O)C(C)(C)C)c(C)nc32)c1	0.1	-3	3	-0.3
CC1CN(C(=O)CN2CCC(c3nc4ccccc4[nH]3)CC2)CC(C)O1 (centres undefined)	0.3	-6	5	0.2
Cc1nn(-c2ccccc2)c(Cl)c1C(=O)NC1CCCCC1	-0.2	2	-21	-0.2
Cc1ccccc1N(C)C(=O)Cn1ncc2c1-c1ccccc1OC2	0.1	11	1	-0.1
CC(C)CC(c1nnnn1CC1CCCO1)N1CCN(C2CCCC2)CC1 (centres undefined)	0.1	3	-3	0.7
Cn1c(N)c(Sc2ccc(F)cc2)c(=O)n(C)c1=O	-0.2	-2	-1	0.4
Cn1c(-c2ccccc2Cl)nc2ccccc21	-0.1	3	3	-0.9
CCCCN(C)Cc1ccc(C(=O)OC)cc1	0.2	12	7	0.5
O=C(OCC1COc2ccccc2O1)c1ccc(Br)cc1 (centres undefined)	0.4	-3	-17	-1.4
CCCN1C(=O)/C(=C2/C(=O)NC(=S)N2C(C)=O)c2ccccc21	0.2	27	6	0.3
Cc1cc(Cl)ccc1OCC(=O)Nc1ccncc1	0.1	1	30	1.2
Cc1c(Br)c(C(F)(F)F)nn1CC(=O)Nc1ccccc1C(F)(F)F	-0.1	-2	-17	2.0
CCCCNC(=O)C1CCN(c2nc3ccccc3n3cccc23)CC1	0.2	-12	-1	0.5
Cc1cc(C)n2nc(CNS(=O)(=O)c3ccc(CC(C)C)cc3)nc2n1	0.0	-11	0	3.6
CCCCOc1ccc(C(=O)N/C(=C/c2cccc([N+](=O)[O-])c2)C(=O)O)cc1	-0.2	-1	5	-0.3
CCCCOC(=O)c1ccc(NC(=O)c2ccc(C3CCCCC3)cc2)cc1	-0.1	0	33*	7.2*
CCCOc1ccc(N2C(=O)CC(SCC(=O)Nc3ccc(F)cc3)C2=O)cc1 (centres undefined)	0.0	-6	6	0.2
COc1ccccc1NC(=O)c1cc2cc(C3(O)CCN(CC(C)C)CC3)ccc2o1	0.0	-2	1	1.4
CCOc1cc(/C=C2/C(=N)N3N=C(CC)SC3=NC2=O)ccc1OCCOc1ccc(C(C)(C)C)cc1	0.0	11	9	-1.7
COc1ccc(S(=O)(=O)n2nc(OC(=O)C3CCCCC3)cc2N)cc1	-0.1	-5	8	-0.7
O=C(Cn1nc(-c2cccs2)n(-c2cccnc2)c1=O)NC1CC1	-0.1	4	-1	1.1
Cc1noc(C(=O)N2CCN(c3ccccc3)CC2)c1Cl	0.0	-4	-2	-1.4
Nc1nc2ccc(C(=O)c3ccccc3)cc2[nH]1	-0.1	9	-37	-0.9
CCNCCC1CCC(=O)N1[C@H](C)c1ccc(OC)cc1 (some centres undefined)	-0.1	1	-12	-0.1
O=C(NCCc1ccc(S(=O)(=O)N2CCCCC2)cc1)c1ccc(C(=O)c2ccccc2)cc1	-0.3	3	3	0.5
CC(=O)Nc1ccccc1OS(=O)(=O)c1cc(C)c(Cl)cc1Cl	0.2	3	1	0.7
CCOC(=O)c1cnc2c(c(C)nn2CC)c1NCc1ccc(C(F)(F)F)cc1	0.2	10	3	-0.5
O=C(NCCCO)c1ccc2nc(-c3ccco3)c(-c3ccco3)nc2c1	-1.2	83*	10	-0.4
Cc1ccc(C)c(OCCOCCN2CC(C)OC(C)C2)c1C (centres undefined)	-0.1	52*	2	0.3
Cn1c(=NC(=O)c2ccc(Oc3ccccc3)cc2)sc2ccccc21	0.5	10	3	-0.8
Cc1ccc(C(C)C)c(OCC(=O)Nc2ccc(N3CCOCC3)cc2)c1	-0.1	7	-5	-0.3
(next part)
SMILES	FBW7 act	MITF primary	TEAD-YAP inh	GPR151 activ
NC(=O)c1ccc(NC(=O)c2ccc(I)cc2)cc1	0.7	15	-32	-0.6
On1c(-c2cccc(F)c2)nc2c1CCc1nonc1-2	-0.1	-9	-15	-1.3
Cc1cccc(N(CC(=O)NCc2ccco2)C(=O)CCC(=O)Nc2ccccn2)c1	-0.1	14	3	0.1
CCCCOC(=O)C(CC(C)C)NC(=O)c1ccccc1 (centres undefined)	-0.1	0	6	1.8
COc1cc(/C=C2/NC(=O)NC2=O)c(Br)cc1OCc1ccccc1F	-0.1	4	8	-0.3
